Menin MLL FP TR: qHTS Assay for Inhibitors Targeting the Menin-MLL Interaction in MLL Related Leukemias: Competition With Texas Red Labeled MLL-derived Mutant Peptide; Menin + Texas Red MLL mutant peptide, fluorescence polarization; AID 1768, 2009; 0.23% of 270,000 active; Potency, µM (top dose mostly 61.6 µM), inactives show at the highest dose FP activity change, negative = inhibition, most hits filed as inhibitors; O00255; active means well fitted inhibition curve with a large enough effect in the polarisation, with a control signal flat, not every such curve was filed as active; inconclusive means small, poorly fitted or top-dose-only effect, or effect the other way, or a change in a side signal; inactive means no such curve, though single readings can be large or run the other way; the % refers to the polarisation; further: potency means the concentration at half of the fitted maximal effect; % of control where 0% means no effect; many of its hits are not listed in these tables
AT treatment: qHTS Assay for Identifying a Potential Treatment of Ataxia-Telangiectasia; […] A-T fibroblasts, KAP-1 phosphorylation AlphaLISA; neocarzinostatin DNA damage 30 min before lysis; Potency, µM (top dose mostly 57.5 µM), for the others: at the highest dose activation, usual class: activators; 0.19% of 320,000 active; further: potency means the concentration at half of the fitted maximal effect; % of control where 0% means no effect; nearly all actives have a fitted effect of over 45% in size
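hTERT-immortalized A-T patient fibroblasts ([…]), 500 cells/well in OPTI-MEM, 1% FBS, got compounds for 60 min, then NCS for 30 min at 37C. Lysates were then assayed for phospho-KAP-1 by AlphaLISA (anti-pKAP1 donor, anti-KAP1 acceptor beads), 6 hr at 25C.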
Mito fusion act: qHTS Assay for Small Molecule Inhibitors of Mitochondrial Division or Activators of Mitochondrial Fusion; 0.23% of 320,000 active; S. cerevisiae fusion-defective mutant growth rescue, CellTiterGlo 48 h; Potency, µM (doses to about 46.1 µM), for the others: top-dose growth rescue (activation), actives largely listed as activators;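 further: potency means the concentration at half of the fitted maximal effect; % of control where 0% means no effect; nearly all actives have a fitted effect of over 45% in size; temperature-sensitive fusion mutants such as fzo1-1 at 37 °C on non-fermentable ethanol glycerol medium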
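Read-out: ATP-based luminescence (CellTiterGlo, 10 min ambient) reporting growth of fusion-defective ts yeast after 48 hours at 37C on glycerol/ethanol YPEG medium in the presence of compound.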
a7 integrin act: qHTS for Activators of Integrin-Mediated Alleviation for Muscular Dystrophy. alpha7betagal myoblasts, beta-gal FDG fluorescence, 48 h. Potency, µM (series often up to 38.3 µM), inactives show at the top dose activation, actives largely listed as activators. 0.064% of 350,000 active. AID 624291, 2012;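 further: potency means the concentration at half of the fitted maximal effect; 100% = response of the positive control SU9516; nearly all actives have a fitted effect of over 60% in size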
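alpha7betagal+/- myoblasts (passage 13, 250/well) treated 48 h at 37C with compounds at 1:260 dilution of DMSO stock. Lysed, then beta-galactosidase activity read as FDG fluorescence (ex 480/em 540) after 30 min, with pre-read for autofluorescence.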
TCR activator: Activators of T cell receptors: qHTS campaign; Potency, µM (series often up to 9.22 µM), without a hit: top-dose activation of IL-2 secretion, most hits filed as activators; AID 504894, 2011; primary human leukocytes, anti-CD3, IL-2 HTRF, 48 h; 330,000 tested, under 10 active; further: % of control where 0% means no effect
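TCR engagement came from a-CD3 beads alone, with compounds added to primary human leukocytes for 48 hr. Secreted IL-2 bridged europium cryptate- and d2-labelled anti-IL-2 antibodies, giving FRET emission at 665nm after 320nm excitation.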
TSG101-PTAP inh: qHTS Assay for Iinhibitors of HIV-1 Budding by Blocking the Interaction of PTAP/TSG101 | Tumor susceptibility gene 101 protein (Homo sapiens), Q99816 | Fluorescence polarization, FITC-PTAP peptide / Tsg101 binding | Potency, µM (titrated, usually from 115 µM), without a hit: top-dose activity change, negative = inhibition, most hits filed as inhibitors | 340,000 tested, under 10 active; active means well fitted inhibition curve with a large enough effect in the main read-out, with a control signal flat, not every such curve was filed as active; inconclusive means small, poorly fitted or top-dose-only effect, or effect the other way, or a change in a side signal; inactive means no such curve, though single readings can be large or run the other way; further: potency means the concentration at half of the fitted maximal effect; % of control where 0% means no effect
Target sequence (Q99816 whole entry, looked up): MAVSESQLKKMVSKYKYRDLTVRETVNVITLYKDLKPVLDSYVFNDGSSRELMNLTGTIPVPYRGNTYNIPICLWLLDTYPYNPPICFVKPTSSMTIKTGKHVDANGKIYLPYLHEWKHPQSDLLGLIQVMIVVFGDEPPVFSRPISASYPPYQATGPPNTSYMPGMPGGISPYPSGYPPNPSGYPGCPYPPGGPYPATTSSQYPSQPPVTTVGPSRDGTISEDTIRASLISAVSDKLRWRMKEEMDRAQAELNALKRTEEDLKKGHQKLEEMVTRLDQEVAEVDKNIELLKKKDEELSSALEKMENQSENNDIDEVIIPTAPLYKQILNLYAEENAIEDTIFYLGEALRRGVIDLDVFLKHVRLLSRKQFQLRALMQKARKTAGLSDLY
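Steps: Tsg101 binding domain dispensed (10 uM final), compounds pinned in DMSO, FITC-labeled PTAP-motif peptide added (50 nM final); after 20 min binding at room temperature, polarization measured.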
S-ASM inh: Inhibitors of Secretory Acid Sphingomyelinase (S-ASM): qHTS. placental ASM, HMU-PC fluorogenic substrate, 60 min. 0.006% of 340,000 active. Potency, µM (top dose mostly 57.5 µM), inactives show at the top dose activity change, negative = inhibition, most hits filed as inhibitors; further: potency means the concentration at half of the fitted maximal effect
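Human placenta-derived ASM enzyme was preincubated with compound for 10 minutes at room temperature, then given fluorogenic substrate HMU-PC0 (9 uM final) for 60 minutes at 37 °C; a pH 10 stop preceded fluorescence reading at Ex 386/Em 447 nm.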
TSHR antagonist: Antagonists of the Thyroid Stimulating Hormone Receptor: HTS campaign; Thyrotropin receptor (Homo sapiens), P16473; TSHR-expressing cells, TSH-stimulated cAMP HTRF, 2 h; stronger effect = lower value; activity change, negative = inhibition, % at 11.5 µM; 0.2% of 330,000 active; AID 504810, 2011;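 active means activity change below a set negative limit, meaning inhibition stronger than a set level, cut at about -70% in these data; inconclusive means activity change between two set negative limits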; further: on the % scale 0 is the no-effect control and ±100 the full control effect
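Cell-based HTRF cAMP assay; TSHR cells + compound, TSH EC80 (4nM final), 2 h, 37 deg C. Lysis with anti-cAMP cryptate and cAMP-d2, 30 min RT, read 665/620 nm.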
MLL CXXC-DNA inh: qHTS Fluorescence Polarization Assay for Inhibitors of MLL CXXC domain - DNA interaction; MLL-CXXC / FITC-HOXA9 DNA fluorescence polarization; Potency, µM (titrated, usually from 115 µM), inactives show top-dose activity change, negative = inhibition, actives largely listed as inhibitors; 0.037% of 290,000 active; AID 2662, 2010; active means well fitted inhibition curve with a large enough effect in the polarisation, with a control signal flat, not every such curve was filed as active; inconclusive means small, poorly fitted or top-dose-only effect, or effect the other way, or a change in a side signal; inactive means no such curve, though single readings can be large or run the other way; the % refers to the polarisation; further: potency means the concentration at half of the fitted maximal effect
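Steps: dispense CXXC domain solution (7 uM) → pin compounds or unlabeled HOX-A9 DNA control → 5 min ambient → add FLSN-HOX-A9 solution (50 nM) → spin → 30 min ambient → fluorescence polarization. Tris pH 7.5/NaCl/DTT/BSA buffer.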
MBNL1 CUG block: qHTS Assay for Inhibitors of MBNL1-poly(CUG) RNA binding; TR-FRET MBNL1-His/biotin-(CUG)12 binding, 665/545 ratio; Potency, µM (series often up to 57.5 µM), for inactives: at the highest dose activity change, negative = inhibition, hits mostly inhibitors; 0.036% of 280,000 active; active means well fitted inhibition curve with a large enough effect in the signal ratio, with a control signal flat, not every such curve was filed as active; inconclusive means small, poorly fitted or top-dose-only effect, or effect the other way, or a change in a side signal; inactive means no such curve, though single readings can be large or run the other way; the % refers to the signal ratio; further: potency means the concentration at half of the fitted maximal effect; on the % scale 0 is the no-effect control and ±100 the full control effect
Target sequence (Q9NR56 whole entry, looked up): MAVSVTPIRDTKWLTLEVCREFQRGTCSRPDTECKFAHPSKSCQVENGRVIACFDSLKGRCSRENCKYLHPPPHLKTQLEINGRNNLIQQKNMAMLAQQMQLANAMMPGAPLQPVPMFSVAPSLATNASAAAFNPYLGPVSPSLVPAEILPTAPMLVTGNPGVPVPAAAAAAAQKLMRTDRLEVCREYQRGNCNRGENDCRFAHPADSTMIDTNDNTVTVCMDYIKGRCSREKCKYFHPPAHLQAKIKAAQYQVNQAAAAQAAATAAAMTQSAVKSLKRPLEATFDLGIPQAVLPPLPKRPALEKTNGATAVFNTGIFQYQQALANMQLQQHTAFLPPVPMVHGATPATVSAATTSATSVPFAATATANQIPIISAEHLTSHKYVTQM
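TR-FRET readout: Ex 340 nm, 665/545 nm emission ratio, normalized to buffer-only (basal) and MBNL1-(CUG)12 controls. Complex of MBNL1-His with Biotin-(CUG)12, compounds 92 nM–58 uM, incubated 60 min at room temperature.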
Active calls of the source: *; ? = inconclusive; · = not tested or not shown; [ ] = another dose, or the depositor's remark. Unless noted, the call rests on the fitted dose curve; in most records, active means well fitted curve in the direction sought with a large enough effect; inconclusive means small, poorly fitted or top-dose-only effect, or another doubt; inactive means no such curve, though single readings can be large; an effect the other way counts as inactive or inconclusive. Only part of the results is shown (hit frequency here may not be typical).

Each structure is followed by: Menin MLL FP TR	AT treatment	Mito fusion act	a7 integrin act	TCR activator	TSG101-PTAP inh	S-ASM inh	TSHR antagonist	MLL CXXC-DNA inh	MBNL1 CUG block
Cc1ccc(N(CC(=O)Nc2ccccc2C(=O)N2CCOCC2)S(C)(=O)=O)cc1
  -18%	·	2%	-3%	2%[46.1 µM]	-1%	-3%	5	-5%	?
CN(C(=O)c1ccc(NC(=O)Cc2ccc(NC(=O)C3CCN(C(=O)c4ccccc4)CC3)cc2)cc1)C1CCCC1
  ·	·	·	6%	2%	0%	-3%	·	·	·
C=CCn1c(C)cc(C(=O)COC(=O)C2CC(=O)N(CCc3ccc(OC)c(OC)c3)C2)c1C (stereo not drawn)
  ·	-10%	2%	4%	-10%	-1%	4%	-7	·	·
S=C(NCCCCc1ccccc1)NCc1ccccc1
  3%	0%	-6%	?	-1%	-2%	-3%	-5	8%	-4%
CCN(c1ccccc1)S(=O)(=O)c1ccc(C(=O)Nc2cccc(NC(C)=O)c2)cc1
  ·	-12%	·	-26%	-17%	-1%	-8%	·	·	·
CCc1ccc(CN2CCCC(C(=O)Nc3ccc(-c4cscn4)cc3)C2)o1 (stereo not drawn)
  ·	-6%	-9%	1%	-2%	-1%	0%	6	-8%	0%
COCCn1nnnc1C1(N(Cc2cc3cc(C)ccc3[nH]c2=O)CC2CCCO2)CCN(C)CC1 (stereo not drawn)
  9%	-1%	2%	-5%	-29%	-5%	-1%	-4	1%	4%
COc1ccc(S(=O)(=O)N2CCC(C(=O)NCCc3c[nH]c4ccccc34)CC2)cc1
  -2%	3%	1%	?	-3%	-2%	-2%	-7	4%	-11%
Cc1nnc2n1N=C(c1ccc3c(c1)NC(=O)CO3)CS2
  ·	-5%	-3%	17%	-1%	-7%	3%	-2	-14%	·
COc1ccc(-c2nn(Cc3ccccc3)cc2C(=O)N2CCN(c3ccccn3)CC2)cc1OC
  ·	-1%	-3%	-20%	7%	1%	0%	-4	·	·
CCOC(=O)c1cnc2c(CC)cccc2c1NCCN1CCOCC1
  -1%	5%	3%	4%	4%	-4%	36%[activator]	5	7%	-2%
O=C(O)CN1C(=O)c2cccc(Oc3ccc(Cl)cc3)c2C1=O
  2%	3%	4%	-5%	-2%	-7%	4%	-10	-7%	?
COc1cc(S(=O)(=O)N2CCOCC2)ccc1NC(=O)CN1c2cccc3cccc(c23)S1(=O)=O
  -12%	5%	5%	-13%	2%[46.1 µM]	-4%	9%	-4	-1%	43%[activator]
CNC(=O)c1c(Cl)cnn1-c1ccc(F)cc1
  -12%	4%	2%	8%	-1%	1%	1%	-2	-7%	17%
NC(=O)/C(=C/c1ccco1)C(N)=S
  ·	-3%	-1%	-6%	-1%	0%	-1%	-8	12%	·
CC[C@]12c3[nH]c4cc(-c5ccco5)ccc4c3CCN1C(=O)[C@@H](CC(=O)NCCCOC)C[C@@H]2C(=O)N1CCN(C(=O)c2ccco2)CC1
  ·	-55%[inhibitor]	·	-8%	3%[46.1 µM]	-4%	49%	0	·	·
COC1CCN(C(=O)c2ccc3oc(Cc4ccc(Cl)cc4)nc3c2)CC1
  -17%	2%	0%	-30%	4%	-2%	-1%	2	-3%	-6%
Cc1nn(C)c(C)c1N=Cc1c(O)ccc2ccccc12
  -5%	4%	4%	-21%[7.66 µM]	-5%	?	-1%	-2	?	?
CC(C)c1c(C(=O)N/N=C/c2cccs2)nnn1-c1nonc1N
  ?	-4%	20%	-15%	-6%	0%	-5%	-8	1%	?
CNC(=O)C1=C(C)Nc2nc3ccccc3n2C1c1cccc(OC)c1 (stereo not drawn)
  -5%	4%	3%	2%	-5%	-4%	9%	2	-13%	-4%
Cc1cc(C)n2nc(-c3ccco3)nc2n1
  -4%	-1%	14%	12%	-3%	-9%	8%	2	-3%	-9%
CC(=O)NCCc1nc2ccccc2n1CCOc1ccccc1C
  ·	2%	-1%	-10%	0%	-3%	1%	3	-9%	-3%
CON(C)c1nc(OCCNC(=O)COc2ccc(Cl)cc2C)nc(N(C)C)n1
  -11%	0%	2%	-22%	5%	-5%	-4%	-1	6%	3%
Fc1ccc(-c2nnc(SCc3cccnc3)o2)cc1
  1%	-6%	8%	21%	-34%	-2%	4%	2	-3%	-3%
COc1ccccc1CNC(=O)C(=O)NCCC1CCCCN1S(=O)(=O)c1ccc(C)cc1 (stereo not drawn)
  ·	0%	13%	-24%	-1%	2%	·	5	·	·
COc1ccc(Cc2nnc(NC(=O)C3CC(=O)N(c4ccccc4C)C3)s2)cc1OC (stereo not drawn)
  ·	5%	2%	15%	11%	0%	9%	1	·	·
N#CCc1ccccc1C(=O)OCC(=O)N(Cc1ccccc1)Cc1ccccc1
  ·	-6%	?	0%	-4%	2%	1%	-16	·	·
O=C(NNC(=O)C1CCCO1)c1ccc(Cl)cc1 (stereo not drawn)
  10%	0%	-1%	0%	1%	-3%	-1%	13	-8%	-2%
COc1ccc(NC(=O)Nc2cccc3c2O[C@H](CN(C)S(C)(=O)=O)[C@@H](C)CN([C@H](C)CO)C3=O)cc1
  ·	21%	·	32%	4%	-2%	-5%	39	·	·
COC(=O)C(CCSC)NC(=O)c1cc2c(n(-c3ccccc3)c1=O)CC(C)(C)CC2=O (stereo not drawn)
  -2%	2%	-6%	17%	4%[46.1 µM]	0%	0%	-9	3%	-4%
CC(C)(C)OC(=O)N1CCC[C@@H]1CO
  -5%	8%	3%	·	-5%	-1%	-3%	-3	·	·
Nc1nc(NCc2ccccc2)nc(Nc2cccc(F)c2)c1[N+](=O)[O-]
  3%	-2%	2%	-16%	4%	-9%	-6%	-10	37%[activator]	5%
Cc1cc(C)nc(NC(=O)CSc2nc3ccccc3s2)n1
  0%	·	1%	0%	-1%	-6%	-1%	12	0%	16%
O=C(NCCCN1CCOCC1)NC12CC3CC(CC(C3)C1)C2
  -4%	2%	1%	-13%	-7%	-6%	1%	11	1%	5%
CCCCn1c(N)c(N(CC)C(=O)c2ccccc2F)c(=O)[nH]c1=O
  -4%	-5%	2%	3%	-7%	1%	-14%	9	18%	-3%
Cc1cccc(NC(=S)NCC(c2cccnc2)N2CCOCC2)c1C (stereo not drawn)
  11%	-1%	-1%	-13%	-2%[46.1 µM]	-8%	7%	-6	5%	-13%
COCCNC(=O)COc1ccc(C)cc1C(=O)c1cc(C#N)c(=O)n(C2CC2)c1
  -15%	-1%	-6%	?	-2%	-2%	136%[activator]	-12	2%	-6%
Cc1cc(C)cc(N2CN=C3SCC(=O)N3C2)c1
  4%	-8%	-4%	-5%	-8%[46.1 µM]	-1%	5%	-9	1%	-2%
CCn1c(SCC(=O)Nc2ccccc2F)nc2c(c1=O)SC(C)C2 (stereo not drawn)
  -10%	3%	-15%	-13%	-5%[46.1 µM]	-1%	-3%	-7	1%	5%
Cc1ccc(C)c(C(=O)CN2C(=O)c3ccccc3C2=O)c1
  -21%	0%	?	-23%	-2%	0%	-2%	5	-4%	3%
O=C1CCc2cc(S(=O)(=O)NCCc3ccc(Cl)cc3)cc3c2N1CC3
  ·	-11%	6%	12%	-4%	-1%	-4%	8	·	·
COC(=O)[C@H](CO)NS(=O)(=O)c1ccc(C)cc1
  ·	1%[11.5 µM]	·	-17%	0%[46.1 µM]	7%	4%	2	·	·
Cn1c(SCC(=O)NC2CCCCC2)nnc1-c1cc2ccccc2o1
  -11%	·	3%	-10%	2%	-1%	-4%	-2	-7%	-10%
COc1ccc(C2=[N+]([O-])C(C)(C)N(O)C2C)cc1 (stereo not drawn)
  -1%	1%	-2%	?	-4%[46.1 µM]	-1%	0%	5	1%	1%
CCOC(=O)N1CCN(Cc2nc3c(c(=O)n(C)c(=O)n3C)n2Cc2ccccc2C)CC1
  -6%	-8%	-2%	-7%	-3%	-8%	-7%	-3	-7%	-6%
